Assay outcomes from PubChem BioAssay.
TAAR1 antagonist: antagonists of human TAAR1. CHO RD-HGA16 TAAR1, Fluo-8 calcium fluorescence, antagonist. inhibition, % at 3 µM. 1.5% of 360,000 active. AID 624466;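 active means inhibition above a per-plate cutoff, the mean inhibition of test compounds on that plate plus 3 SD, cut at about 49% in these data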;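 further: 0% = DMSO plus EC80 beta-PEA response and 100% = DMSO alone without agonist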
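System: CHO RD-HGA16 cells bearing hTAAR1. Reagent: EC80 β-phenethylamine stimulus. Schedule: seeding 17-24 h prior, 75-min 37 °C, 30-min RT dye loading. Signal: Fluo-8 intracellular calcium dye fluorescence, real-time kinetic reads. Read-out: % inhibition from peak post-agonist over basal fluorescence ratio. Benchmarks: vehicle wells and EC80 agonist wells. Replicates: n of 1.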
V1R ag counter: counter-screen for oxytocin receptor agonists: human V1a receptor agonists; P37288; CHO-V1R cells, Fluo-8 calcium fluorescence, agonist mode; 0% DMSO, 100% 3 nM vasopressin; activation, % at 3 µM; 0.25% of 320,000 active; AID 2797;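 active means activation above the mean activation of all tested compounds plus 3 SD, per screening run, cut at about 20% in these data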;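 further: signal is peak over basal fluorescence ratio across a 100 second FLIPR read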
Target sequence (P37288 whole entry, looked up): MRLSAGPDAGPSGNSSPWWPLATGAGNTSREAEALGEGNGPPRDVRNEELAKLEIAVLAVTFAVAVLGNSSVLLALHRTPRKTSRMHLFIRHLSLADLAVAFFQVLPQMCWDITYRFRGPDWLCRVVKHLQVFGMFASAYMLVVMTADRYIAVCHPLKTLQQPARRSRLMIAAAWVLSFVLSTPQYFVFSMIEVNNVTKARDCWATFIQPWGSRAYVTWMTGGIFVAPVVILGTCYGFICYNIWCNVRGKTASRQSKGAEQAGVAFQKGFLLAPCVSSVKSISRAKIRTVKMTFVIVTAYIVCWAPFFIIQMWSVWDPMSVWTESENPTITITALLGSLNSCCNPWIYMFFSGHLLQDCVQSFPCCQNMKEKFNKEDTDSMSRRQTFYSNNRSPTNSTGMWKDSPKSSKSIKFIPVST
TAAR1 agonist: human TAAR1 agonism; activation, % at 3 µM; 0.99% of 360,000 active; CHO RD-HGA16 TAAR1, Fluo-8 calcium fluorescence; vehicle wells 0%, saturating PEA agonist 100%; Q96RJ0; AID 624467;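 active means activation above the mean activation of all test compounds in the run plus 3 SD, cut at about 38% in these data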
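System: CHO RD-HGA16 cells carrying human TAAR1 plus Gα16; Incubation: 17-24 h seeding, 75 min 37 °C dye, 30 min RT; Measured by: Fluo-8 fluorescence, 5 s baseline then 140 s kinetic read; Control set: DMSO and PEA EC100; Replication: single well for each compound.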
M1 ag: agonists of human M1 muscarinic receptor; activation, % at 3 µM; 0.33% of 360,000 active; CHO-K1 hM1, Fluo-8 calcium fluorescence, agonist mode; 0% DMSO, 100% acetylcholine EC100; AID 588814; P11229;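 active means activation above the run's mean compound activation plus 3 SD, cut at about 16% in these data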;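 further: peak over basal fluorescence ratio within a 140 s kinetic read after compound addition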
OXTR potentiate: potentiates the human oxytocin receptor response. P30559. CHO-OTR cells, Fluo-8 calcium fluorescence, potentiator mode; 0% = oxytocin EC15, 100% = EC100. activation, % at 3 µM. 0.061% of 320,000 active. AID 2445;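 active means activation above that plate's cutoff, the mean activation of tested compounds plus 3 SD, cut at about 6.6% in these data, passing the limit was not always enough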;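 further: 100% uses oxytocin at 75 nM as the full agonist control; some results filed as inactive read as strong as hits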
Target sequence (P30559 whole entry, looked up): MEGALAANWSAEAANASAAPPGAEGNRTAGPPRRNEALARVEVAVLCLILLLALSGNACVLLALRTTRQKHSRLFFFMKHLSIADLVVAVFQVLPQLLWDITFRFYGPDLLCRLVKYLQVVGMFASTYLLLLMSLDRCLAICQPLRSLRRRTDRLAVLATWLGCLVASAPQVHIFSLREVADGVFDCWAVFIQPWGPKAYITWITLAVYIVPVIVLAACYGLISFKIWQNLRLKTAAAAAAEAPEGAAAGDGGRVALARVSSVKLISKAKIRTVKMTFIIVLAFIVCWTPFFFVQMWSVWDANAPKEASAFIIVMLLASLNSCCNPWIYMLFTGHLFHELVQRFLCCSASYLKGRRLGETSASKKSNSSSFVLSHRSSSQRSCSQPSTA
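System: human OTR in CHO cells; Also added: sub-maximal oxytocin, roughly EC15; Timing: compound 6 min at room temperature before oxytocin, 100 s read; Technique: Fluo-8 intracellular calcium fluorescence, ex 470-495, em 515-575 nm; Controls: oxytocin EC15 low and EC100 high; Replication: singlicate.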
M1 PAM parental: counter-screen for M1 PAMs: effect in parental CHO-K1 cells. ATP EC20, Fluo-8 calcium fluorescence; 0% at ATP EC20, 100% at ATP max. activation, % at 3 µM. 0.02% of 360,000 active;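 active means activation above the run cutoff, the mean activation of all test compounds plus 3 SD, cut at about 40% in these data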;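 further: peak over basal fluorescence ratio in a 140 s read after ATP addition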
CHO parental Ca: counter-screen for OX1R antagonists: effect in parental CHO cells. parental CHO-K1, ATP-induced calcium, Fluo-8 fluorescence. inhibition, % at 5.6 µM. 0.63% of 330,000 active. AID 463079;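 active means inhibition above that plate's mean sample inhibition plus 3 SD, cut at about 26% in these data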;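 further: 0% = ATP-challenged DMSO wells and 100% = DMSO wells without ATP; some compounds past the cut are filed as inactive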
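Test system: untransfected parental CHO cell line; also added: ATP stimulus; dosing: 5.6 µM, single dose; signal: calcium-sensitive Fluo-8 fluorescence; measure: percent inhibition of ATP-evoked calcium rise, normalized to controls; benchmarks: low control ATP plus DMSO, high control DMSO only; replication: one well per compound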
CHO-K1 Ca ag: nonselective activator or artifact in parental CHO-K1 cells | 0.48% of 360,000 active | activation, % at 3 µM | AID 602248 | Fluo-8 calcium fluorescence; scaled to maximal ATP response, vehicle zero; in the data active means activation above about 15%;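 further: untransfected CHO-K1 host cells lacking M1 receptor as counterscreen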
CHO-K1 Ca antag: M1 antagonist counterscreen hit in parental CHO-K1 cells; ATP-induced calcium, Fluo-8 fluorescence; inhibition, % at 3 µM; 0.6% of 360,000 active;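 active means inhibition above a per-plate cutoff, the plate's mean sample inhibition plus 3 SD, cut at about 24% in these data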;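 further: 0% = DMSO plus EC80 ATP and 100% = DMSO alone without ATP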
* = called active by the depositor.

`CCOC(=O)c1[nH]ncc1CN1CCN(Cc2ccc(C)cc2)C(CCO)C1` (configuration not stated) gave TAAR1 antagonist 10, V1R ag counter 0.2, TAAR1 agonist 1, M1 ag -13, OXTR potentiate -5, M1 PAM parental 11, CHO parental Ca 3, CHO-K1 Ca ag 0.0 and CHO-K1 Ca antag -9.
CCN(CCn1cccn1)C(=O)CCc1nnc(CCCc2ccccc2)o1 was read as TAAR1 antagonist 6, V1R ag counter 0.4, TAAR1 agonist 0, M1 ag -7, OXTR potentiate -5, M1 PAM parental 24, CHO parental Ca -6, CHO-K1 Ca ag 1.1 and CHO-K1 Ca antag -8.
For CCOc1ccc(C(=O)Nn2cnnc2)cc1 the results were TAAR1 antagonist -5, V1R ag counter -0.2, TAAR1 agonist 5, M1 ag -2, OXTR potentiate 2, M1 PAM parental 7, CHO parental Ca -12, CHO-K1 Ca ag 0.2 and CHO-K1 Ca antag -6.
Screening O=C(O)CCCC(=O)Nc1ccc(Oc2ncnc3cc(Cl)ccc23)nc1 returned TAAR1 antagonist -16, V1R ag counter -1.5, TAAR1 agonist 1, M1 ag -2, OXTR potentiate -1, M1 PAM parental 1, CHO parental Ca -15, CHO-K1 Ca ag 2.4 and CHO-K1 Ca antag 0.
Screening CC(C)CCNC(=O)C(C)N(Cc1ccc(F)cc1)C(=O)c1ccc(CN2CCCCC2)o1 (configuration not stated) returned V1R ag counter -0.6, M1 ag -9, OXTR potentiate 9, M1 PAM parental 12, CHO parental Ca -15, CHO-K1 Ca ag -0.1 and CHO-K1 Ca antag -11.
For OCn1ncn(-c2ccccc2)c1=S the results were TAAR1 antagonist -1, V1R ag counter 0.0, TAAR1 agonist 8, M1 ag 1, OXTR potentiate -13, M1 PAM parental 4, CHO parental Ca 4, CHO-K1 Ca ag 13 and CHO-K1 Ca antag 17.
Screening O=C(NCc1nnc(SCC(=O)N2CCN(c3ccccc3)CC2)o1)c1c(F)cccc1F returned TAAR1 antagonist -22, V1R ag counter 3.2, TAAR1 agonist 4, M1 ag 1, OXTR potentiate -7, M1 PAM parental -20, CHO parental Ca -8, CHO-K1 Ca ag 2.4 and CHO-K1 Ca antag 4.
Screening CCCS(=O)(=O)N1CCN(C(=O)c2ccccc2F)CC1 returned TAAR1 antagonist -1, V1R ag counter 0.6, TAAR1 agonist 6, M1 ag -3, OXTR potentiate -10, M1 PAM parental 16, CHO parental Ca -13, CHO-K1 Ca ag 0.5 and CHO-K1 Ca antag -25.
Screening O=S(=O)(c1cc(Cl)ccc1Cl)n1ccnc1 returned TAAR1 antagonist -1, TAAR1 agonist 0, M1 ag -3, M1 PAM parental 14, CHO-K1 Ca ag 0.1 and CHO-K1 Ca antag -8.
For O=S(=O)(c1ccc2ccccc2c1)N(CC(O)COCc1ccco1)c1ccccc1 (configuration not stated) the results were TAAR1 antagonist 13, V1R ag counter -0.1, TAAR1 agonist 7, M1 ag -5, OXTR potentiate -10, M1 PAM parental 21, CHO parental Ca -23, CHO-K1 Ca ag 3.1 and CHO-K1 Ca antag -12.
Cc1cc(C)n(-c2ccc(C(=O)NCCCN3CCOCC3)cc2)n1 was read as TAAR1 antagonist -1, V1R ag counter -0.1, TAAR1 agonist 0, M1 ag -5, OXTR potentiate -7, M1 PAM parental 16, CHO parental Ca 7, CHO-K1 Ca ag 0.2 and CHO-K1 Ca antag -17.
O=C(N/C(=C\c1ccc2c(c1)OCO2)C(=O)N1CCOCC1)c1ccccc1Br was read as TAAR1 antagonist 3, V1R ag counter 0.3, TAAR1 agonist -1, M1 ag -4, OXTR potentiate -6, M1 PAM parental 2, CHO parental Ca 0, CHO-K1 Ca ag 0.8 and CHO-K1 Ca antag -8.
For NS(=O)(=O)c1ccc(Nc2nc(-c3ccc(F)cc3)cs2)cc1 the results were TAAR1 antagonist 38, V1R ag counter 0.7, TAAR1 agonist 5, M1 ag -4, OXTR potentiate -11, M1 PAM parental -12, CHO parental Ca 14, CHO-K1 Ca ag 0.6 and CHO-K1 Ca antag 7.
For O=C(Cn1cc2c(n1)CCCCC2)NCCCN1CCOCC1 the results were TAAR1 antagonist -12, V1R ag counter 1.0, TAAR1 agonist -1, M1 ag -4, OXTR potentiate 2, M1 PAM parental 17, CHO parental Ca -9, CHO-K1 Ca ag 0.1 and CHO-K1 Ca antag -3.
`O=C(C1=C(O)C(=O)N(CC2CCCO2)C1c1ccc(Cl)cc1Cl)c1ccco1` (configuration not stated) gave TAAR1 antagonist -2, V1R ag counter 0.9, TAAR1 agonist 7, M1 ag -3, OXTR potentiate -7, M1 PAM parental 10, CHO parental Ca -16, CHO-K1 Ca ag 0.8 and CHO-K1 Ca antag -12.
`N#Cc1ccccc1S(=O)(=O)N1CCN(CC(O)COc2ccccc2F)CC1` (configuration not stated) gave TAAR1 antagonist 4, V1R ag counter 10, TAAR1 agonist 2, M1 ag 0, OXTR potentiate -18, M1 PAM parental -2, CHO parental Ca -1, CHO-K1 Ca ag 8.6 and CHO-K1 Ca antag -7.
Cn1cnnc1Sc1ccc(/C=C/C(=O)c2ccc(O)cc2)cc1[N+](=O)[O-] was read as TAAR1 antagonist -14, V1R ag counter 0.4, TAAR1 agonist 3, M1 ag -2, OXTR potentiate 1, M1 PAM parental -13, CHO parental Ca -5, CHO-K1 Ca ag -0.1 and CHO-K1 Ca antag 13.
For Cn1nc(OCc2ccccc2)ccc1=O the results were TAAR1 antagonist -20, V1R ag counter 1.2, TAAR1 agonist 1, M1 ag -3, OXTR potentiate -12, M1 PAM parental -4, CHO parental Ca -2, CHO-K1 Ca ag 0.2 and CHO-K1 Ca antag 9.
Screening Cn1c(N)c(C(=O)COC(=O)/C=C/c2ccc(S(=O)(=O)N3CCOCC3)cc2)c(=O)n(C)c1=O returned TAAR1 antagonist -4, V1R ag counter 0.6, TAAR1 agonist 5, M1 ag -5, OXTR potentiate -3, M1 PAM parental -7, CHO parental Ca -6, CHO-K1 Ca ag 0.3 and CHO-K1 Ca antag -8.
`Cc1ccc2c(C)c(C(=O)NCCN3CCOC3=O)oc2c1C` gave TAAR1 antagonist -9, V1R ag counter 0.6, TAAR1 agonist 1, M1 ag -3, OXTR potentiate 10, M1 PAM parental -3, CHO parental Ca -7, CHO-K1 Ca ag 0.1 and CHO-K1 Ca antag -1.
Cc1ccc(NC(=O)c2ccc3c(c2)[nH]c(=O)n3C(C)C)cc1 was read as TAAR1 antagonist 3, V1R ag counter -0.2, TAAR1 agonist 2, M1 ag -4, OXTR potentiate -4, M1 PAM parental -12, CHO parental Ca -16, CHO-K1 Ca ag 2.5 and CHO-K1 Ca antag 1.
`CC(=O)Oc1ccc(-c2nc(-c3cccnc3)no2)cc1` gave TAAR1 antagonist -8, V1R ag counter 2.8, TAAR1 agonist 0, M1 ag -1, OXTR potentiate -1, M1 PAM parental 13, CHO parental Ca -11, CHO-K1 Ca ag 1.5 and CHO-K1 Ca antag -5.
Screening O=C(NNc1cc(Cl)ccc1Cl)c1cccs1 returned TAAR1 antagonist -6, V1R ag counter 1.8, TAAR1 agonist 0, M1 ag -5, OXTR potentiate -4, M1 PAM parental 5, CHO parental Ca -11, CHO-K1 Ca ag 0.3 and CHO-K1 Ca antag -1.
`CC(=O)N/C(=C\c1ccc(C)cc1)C(=O)O` gave TAAR1 antagonist 4, V1R ag counter -0.3, TAAR1 agonist 1, M1 ag -3, OXTR potentiate 0, M1 PAM parental 10, CHO parental Ca -6, CHO-K1 Ca ag 0.1 and CHO-K1 Ca antag -1.
Screening CCOc1ccc(C(=O)OCC(=O)Nc2cccc(S(=O)(=O)N3CCCC3)c2)cc1 returned TAAR1 antagonist -21, V1R ag counter 2.3, TAAR1 agonist 12, M1 ag -7, OXTR potentiate -5, M1 PAM parental 8, CHO parental Ca -24, CHO-K1 Ca ag 0.2 and CHO-K1 Ca antag -12.
CCN(CC)CCn1c(=S)[nH]c2cc3c(cc2c1=O)OCO3 was read as TAAR1 antagonist -11, V1R ag counter 0.0, TAAR1 agonist 0, M1 ag -5, OXTR potentiate 4, M1 PAM parental 12, CHO parental Ca -14, CHO-K1 Ca ag -0.4 and CHO-K1 Ca antag -2.
CC(C)(C)OC(=O)C[C@@H]1C/C=C\C[C@@H](CC(=O)N(CCO)Cc2ccccc2)C(=O)N[C@H](Cc2ccccc2)COC1=O was read as TAAR1 antagonist 13, V1R ag counter -1.0, TAAR1 agonist 8, M1 ag -3, OXTR potentiate -5, M1 PAM parental 5, CHO parental Ca -33, CHO-K1 Ca ag 1.8 and CHO-K1 Ca antag -11.
CC(C)(C)c1sc(N)nc1-c1ccccc1 was read as TAAR1 antagonist -6, V1R ag counter -0.3, TAAR1 agonist 5, M1 ag -8, OXTR potentiate -2, M1 PAM parental 19, CHO parental Ca -11, CHO-K1 Ca ag 1.5 and CHO-K1 Ca antag -10.
For CCOCc1nnc(NC(=O)c2cc(C(=O)OC)cc([N+](=O)[O-])c2)s1 the results were TAAR1 antagonist -5, V1R ag counter 0.5, TAAR1 agonist 4, M1 ag -1, OXTR potentiate 1, M1 PAM parental -5, CHO parental Ca -12, CHO-K1 Ca ag -0.6 and CHO-K1 Ca antag 5.
`COc1ccc(C2N3CC4(C)CN2CC(C)(C3)C4)cc1OC` (configuration not stated) gave TAAR1 antagonist -19, V1R ag counter 0.8, TAAR1 agonist 4, M1 ag -4, OXTR potentiate -15, M1 PAM parental 6, CHO parental Ca -6, CHO-K1 Ca ag -0.1 and CHO-K1 Ca antag 3.
For CC(=O)c1ccc(NC(=S)NC(=O)/C=C/c2ccco2)cc1 the results were TAAR1 antagonist -4, V1R ag counter 0.3, TAAR1 agonist -1, M1 ag -8, OXTR potentiate -12, M1 PAM parental 11, CHO parental Ca 2, CHO-K1 Ca ag 1.2 and CHO-K1 Ca antag -10.
For CCCN1C2CCCC1CC(NC(=O)c1cccc([N+](=O)[O-])c1)C2 (configuration not stated) the results were TAAR1 antagonist -10, V1R ag counter 0.3, TAAR1 agonist 3, M1 ag -8, OXTR potentiate -4, M1 PAM parental -9, CHO parental Ca -3, CHO-K1 Ca ag 0.3 and CHO-K1 Ca antag 20.
Screening CCOC(=O)CCNC(=O)CNC(=O)OCc1ccccc1 returned TAAR1 antagonist -1, V1R ag counter 1.1, TAAR1 agonist 7, M1 ag -1, OXTR potentiate 2, M1 PAM parental 6, CHO parental Ca -12, CHO-K1 Ca ag 1.1 and CHO-K1 Ca antag 9.
